SRC3 TRFRET art = TR-FRET detection interference compounds, artefact control for PPARgamma SRC-3 recruitment agonists, biochemical, TR-FRET ratio | TR-FRET artefact counter-screen, PPARgamma/SRC-3 format; active compounds read high | TR-FRET ratio at 8 µM | 99,000 tested, 0.39% active; in the data active = TR-FRET ratio above about 2000; note: inactives centre near 1600
SRC1 TRFRET art = TR-FRET detection interference compounds, primary screen, artefact control for PPARgamma SRC-1 recruitment agonists, biochemical, TR-FRET emission ratio; TR-FRET detection artefact counter-screen; active compounds read high; TR-FRET ratio at 8 µM; 99,000 tested, 0.34% active; in the data active = TR-FRET ratio above about 2300; note: inactives centre near 1800
Starred values were filed as active, the others as inactive. Only part of the results is shown; count on the stated rates, not on these rows.

SMILES	SRC3 TRFRET art	SRC1 TRFRET art
O=C(CN1CCN(c2ccc(O)cc2)CC1)NC(=O)NCc1ccco1	1530	1548
CC(=O)N1CCN(c2ccc(NC(=S)NC(=O)/C=C/c3ccccc3)cc2)CC1	1555	1681
COC(=O)C1=CN(Cc2ccc(OC)cc2)C=C(C(=O)OC)C1c1cccs1	1711	1781
Cc1ccc(C(=O)CSc2nc3cc(S(=O)(=O)N4CCOCC4)ccc3o2)cc1	1493	1745
Cc1ccc(CC(=O)Nc2cc([N+](=O)[O-])ccc2F)cc1	1677	1678
COCCNC(=O)C(c1ccc(O)cc1)N(C(=O)CCC(=O)Nc1nccs1)c1cccc(C)c1 (centres undefined)	1452	1682
Cc1ccccc1CSc1nn2c(=O)c(C)nnc2s1	1600	1924
Cc1cc(C(F)F)n2ncc(C(=O)NCc3ccccc3F)c2n1	1525	1778
CC(=O)c1cccc(N(C(=O)Cn2nnc3ccccc32)C(C(=O)NCc2ccccc2)c2ccccn2)c1 (centres undefined)	1571	1839
COc1ccccc1/C=C1\SC(=S)N(CC(=O)Nc2nnc(C)s2)C1=O	1667	1823
CCCOc1ccccc1N/C(N)=N/c1nc(C)cc(C)n1	1591	1729
Cc1ccnc2nc(C(=O)NCc3ccccc3)nn12	1548	2130
COc1cc(NC(=O)c2cc(Br)cc(C)c2OC)ccc1NC(=O)C(C)C	1616	1928
O=S(=O)(O)c1ccc(N2N=C(c3ccccc3)CC2c2ccccc2)cc1 (centres undefined)	1702	1585
COCc1cc(=O)[nH]c(/N=C(\N)Nc2cccc(Cl)c2)n1	1751	1842
CCNC(=O)NCCNC(=O)c1cc(OCC(F)(F)F)ccc1OCC(F)(F)F	1565	1523
CC1COc2ccccc2N1C(=O)c1ccc(Cl)nc1 (centres undefined)	1473	1787
C=CCN(c1ccccc1)S(=O)(=O)c1cccc(C(=O)Nc2nc3ccccc3[nH]2)c1	1658	1906
Cc1ccc(F)cc1NC(=O)c1ccc(NS(=O)(=O)c2ccc(Br)s2)cc1	1632	1899
Cc1ccc(N/N=C2\CCS(=O)(=O)c3sccc32)cc1	1565	1767
CC(C)C1CC(O)(C2(O)CCCCC2)ON1 (centres undefined)	1445	1994
O=C(NC1CCc2ccccc21)C1CCN(S(=O)(=O)c2ccc(Cl)cc2)CC1 (centres undefined)	1535	1690
O=C(NCCc1nnc2ccc(NCc3cccnc3)nn12)c1ccccc1F	1681	1740
CCO[C@@H]1OC(C(=O)NCc2ccccc2)=C[C@H](C2CCCCC2)[C@H]1CCCO	1579	1835
Cc1ccc(CN=C(N)Nc2nc(C)cc(C)n2)cc1	1624	2055
CCOc1ccc2[nH]c(=O)c(C(c3nnnn3Cc3ccco3)N3CCN(C)CC3)cc2c1 (centres undefined)	1710	1803
O=C(NNS(=O)(=O)c1ccc(CCCl)cc1)C(O)(c1ccccc1)c1ccccc1	1297	1546
CCCNC(=O)c1ccc(C2SCC(=O)N2Cc2ccccc2)cc1 (centres undefined)	1513	1790
COc1ccc(C(=O)Cc2cc(OC)c(OC)cc2C(=O)c2ccccc2F)cc1OC	1773	1727
O=CN1CCCN(Cc2nc(Cc3ccccc3F)no2)CC1	1364	1724
Cc1nn(C)c(Oc2cccc(C(F)(F)F)c2)c1C=O	1661	1970
Cc1ccc(S(=O)(=O)N2CCCCC2)cc1NC(=O)COC(=O)Cc1c(F)cccc1Cl	1516	1511
COc1ccc(-c2ccc(S(=O)(=O)N3CCCC3)cc2)cc1	1665	2163
CC(=O)/C(=N\Nc1cccc(Cl)c1)Sc1nnc(-c2ccccc2)n1-c1ccccc1	1347	1934
O=C(C(Cc1ccccc1)N1C(=O)c2ccccc2C1=O)N1c2ccccc2CCc2ccccc21 (centres undefined)	1339	1508
Cc1ccc(C(=O)c2cc3c(cc2N)OCCO3)cc1	1584	1748
COc1ccc(CCNC(=O)c2cc(-c3ccccn3)nc3c(Cl)cccc23)cc1OC	1612	1600
Cc1nn(-c2ccccc2)c(C)c1C(=O)OCC(=O)c1c(N)n(CC(C)C)c(=O)n(C)c1=O	1531	1667
CNC(=S)N1CCn2cccc2C1c1ccc(F)cc1 (centres undefined)	1375	1831
CCOc1ccc(CNC(=O)CCS(=O)(=O)Cc2cccc(Cl)c2)cc1OC	1586	1661
Cc1cccc(CCNC(=O)CC2C(=O)NCCN2Cc2ccc(F)c(F)c2)n1 (centres undefined)	1554	1698
CCCCC(=O)Nc1nnc(SCC(=O)N2CCN(c3ccccc3OC)CC2)s1	1611	1818
O=C(NCc1ccc(Cl)cc1)c1ccc(-n2cccn2)nc1	1670	1932
NC(=O)CCCSc1nc2ccccc2[nH]1	1576	1883
CCn1c(-c2csc3ccccc23)n[nH]c1=S	1651	1640
Cc1csc(=Nc2ccccc2)n1Cc1ccco1	1544	2047
Cc1cc(C)nc(N/N=C2/CCCC/C2=C\c2ccccc2)n1	1537	1679
O=C(Cn1cnc2scc(-c3cccc([N+](=O)[O-])c3)c2c1=O)NCc1ccco1	1496	1618
Cc1ccc2c(c1)C(O)(CC(=O)c1ccc(C)s1)C(=O)N2 (centres undefined)	1533	1943
O=C(/C=C/c1cccc([N+](=O)[O-])c1)N1CCN(c2ccc(F)cc2)CC1	1643	1845
CCc1nnc(NC(=O)CN2C(=O)c3ccccc3C2=O)s1	1415	1879
CC1=C(C(=O)Nc2cccc([N+](=O)[O-])c2)C2(CCC(C)CC2)OC1=O (centres undefined)	1322	1696
CCOC(=O)C1CCN(CC(O)COCc2ccc3c(c2)OCO3)CC1 (centres undefined)	1483	1656
CCn1c2ccccc2c2cc(NC(=O)COC(=O)c3cc(S(=O)(=O)N4CCCCC4)ccc3Cl)ccc21	1588	2105
COc1cccc(/C=C/C(=O)OCC(=O)NCc2ccc(Cl)cc2)c1	1658	1742
O=C(O)CC(NC(=O)C12CC3CC(CC(C3)C1)C2)c1ccc(OC2CCCC2)cc1 (centres undefined)	1413	1659
CCc1ccc(C(c2c(C)nn(-c3ccccc3)c2N)c2c(C)nn(-c3ccccc3)c2N)cc1	1497	1743
CC(C)CNS(=O)(=O)c1ccc(CCC(=O)NCCC2=CCCCC2)cc1	1751	1999
CC1(C(=O)NC(=S)NNC(=O)c2ccncc2)CCCCC1	1498	1952
COc1cccc(CC2(CO)CCCN(CC3=Cc4cc(Cl)ccc4OC3)C2)c1 (centres undefined)	1546	1840

Next records follow:
SMILES	SRC3 TRFRET art	SRC1 TRFRET art
CCCNS(=O)(=O)c1ccc(OCC(=O)Nc2ccc3c(c2)OCO3)cc1	1489	1866
COc1ccc(C(=O)NC(=S)N2CCNC(=O)C2)cc1Br	1475	1841
O=C(Cn1c(COc2ccccc2)nc2ccccc21)Nc1cc(Cl)cc(Cl)c1	1367	1787
COC(=O)c1ccc(-n2cncn2)c([N+](=O)[O-])c1	1538	1646
O=C(NC(=S)NCCC1=CCCCC1)c1ccco1	1539	1618
CC(NC(=O)C1CCC(CNS(=O)(=O)c2ccccc2)CC1)c1ccc2c(c1)OCCO2 (centres undefined)	1346	1670
CC(=O)c1ccc2c(c1)CC(C)C(=O)N2C (centres undefined)	1663	1913
COC(CNC(=O)C(=O)NCC1OCCN1C(=O)c1ccc(Cl)cc1)OC (centres undefined)	1819	1913
Cc1ccc(-c2nnn(CC(=O)N(Cc3ccco3)C(C(=O)NC(C)(C)C)c3ccc(C)o3)n2)o1 (centres undefined)	1469	1921
CC(=O)c1cc(C#N)c(SCC(=O)Nc2nccs2)nc1C	1683	1943
CCOC(=O)N1CCN(c2cc(C)c([N+](=O)[O-])cc2F)CC1	1621	1869
COC(=O)c1c(NC(=O)C2Cc3ccccc3C(=O)O2)sc2c1CCCC2 (centres undefined)	1481	1800
CCCCn1c(=O)[nH]c(=O)c2c1nc(-c1ccc3ccccc3c1)n2CC	1458	1767
CCn1nnc(NC(=O)C(c2ccccc2)c2ccccc2)n1	1673	1630
Cc1cccc(CSc2nn3c(=O)c(C)nnc3s2)c1	1549	1916
Cc1cccc(C(=O)OCC(=O)NCc2cccs2)c1	1557	1591
c1ccc(-c2nc(N3CCOCC3)cc(N3CCOCC3)n2)cc1	1594	1569
Cc1cccc(NC(=S)N(Cc2cccc(Br)c2)CC2CCC(C(=O)O)CC2)c1 (centres undefined)	1482	1696
COc1ccc(N(C)C(=O)c2onc3c2CCCC3)cc1	1575	1811
CCOc1ccccc1NC(=O)Cc1coc2ccc(C)cc12	1585	1924
COc1ccccc1-c1nnc(SCC(=O)O)n1-c1ccc(C)cc1	1650	1835
S=C(NCCC1=CCCCC1)NCc1ccco1	1433	1792
Cc1cc([N+](=O)[O-])c(C)cc1-c1ccc(/C=N/NC(=O)c2cccnc2)o1	1375	1578
O=C(NNC(=O)c1ccc([N+](=O)[O-])cc1)c1ccncc1	1472	1796
COc1ccc(CN2CCN(Cc3cccc4nonc34)CC2CCO)c(C)c1C (centres undefined)	1585	1784
CCC1(C)NC(=O)N(CC(=O)Nc2sc3c(c2C(=O)OC)CCCCC3)C1=O (centres undefined)	1438	1793
COCCNC(=O)CSc1nc2ccccc2c(=O)n1CCC(=O)NCCc1ccc(OC)c(OC)c1	1684	1776
Cc1ccc(OCCC(=O)Nc2ccc(F)c(F)c2)cc1	1491	1584
Cc1nn(C)c(C(=O)NNC(=S)NC2CCCCC2)c1Br	1617	2291
NC(=O)c1ccccc1NC(=O)CS(=O)(=O)Cc1ccccc1	1394	1789

Exported bar-delimited: 3 of the compounds above
mol | SRC3 TRFRET art | SRC1 TRFRET art
O=C(NNC(=O)c1ccc([N+](=O)[O-])cc1)c1ccncc1 | 1472 | 1796
COc1ccc(CN2CCN(Cc3cccc4nonc34)CC2CCO)c(C)c1C (centres undefined) | 1585 | 1784
CCC1(C)NC(=O)N(CC(=O)Nc2sc3c(c2C(=O)OC)CCCCC3)C1=O (centres undefined) | 1438 | 1793

New compounds follow
SMILES	SRC3 TRFRET art	SRC1 TRFRET art
Cc1ccc(-n2c(SCC(=O)Nc3ccc(N4CCOCC4)cc3)nc3ccccc3c2=O)cc1	1677	1908
O=C(COC(=O)CCSc1ccc(Cl)cc1)NCc1ccco1	1439	1757
COc1cccc(NC(=O)CSc2nc3ccsc3c(=O)n2-c2ccc(C(=O)O)cc2)c1	1757	2045
COc1ccc(NS(=O)(=O)c2ccc3nc(COc4ccc5ccccc5c4)[nH]c3c2)cc1	1489	1827
C=CCNC(=S)NN=C1CCCCCCC1	1395	1406
COc1ccc(Cl)cc1C(=O)NNC(=O)CSc1nnc2ccccn12	1678	1780
Cc1c(Cl)cnc(NC(=O)CSc2nncs2)c1Cl	1537	1870
O=C(Cc1ccc(-c2ccccc2)cc1)NC1CCCC1	1373	1663
CC(C)Cn1cnc2c(c1=O)c1nc3ccccc3nc1n2Cc1ccc2c(c1)OCO2	1502	1830
N#Cc1ccc(OCC(=O)NC2=NCCS2)cc1	1768	1833
O=C(Nc1nc(-c2cc(Cl)sc2Cl)cs1)c1cccs1	1719	1877
Cc1c(Br)c([N+](=O)[O-])nn1CC(=O)NCc1ccccc1	1466	2030
CCN(CC)CCCOC(=O)c1ccc(OC)cc1O	1741	1862
COc1cc(C(=O)NCC(=O)N/N=C/c2cccs2)cc(OC)c1OC	1657	1890
CCC(C)NCC(O)(c1ccc(Cl)cc1)c1ccc(Cl)cc1 (centres undefined)	1598	1840
CCc1[nH]nc(C(=O)N2CCCC(CCC(=O)N3CCN(c4ccccn4)CC3)C2)c1C (centres undefined)	1665	1889
Fc1ccccc1N=C1Nc2cccc3cccc1c23	1660	1944
CCCc1n(CC(O)COCC2CC=CCC2)c2ccccc2[n+]1C (centres undefined)	1501	1702
O=C(CSc1ccc(Br)c2cccc(Cl)c12)Nc1ccc(S(=O)(=O)Nc2nccs2)cc1	2321*	2830*
O=[N+]([O-])c1cc(C(F)(F)F)ccc1N1CCN(S(=O)(=O)c2ccc3c(c2)CCCC3)CC1	1559	1973
FC(F)(F)c1cnc(NNC(=S)Nc2cccnc2)c(Cl)c1	1471	1844
COc1cccc(/C=C/C(=O)OCC(=O)N2c3ccccc3NC(=O)C2(C)C)c1	1425	1892
COc1cccc(C2CC3(CC(C)(C)NC(=S)N3)Oc3cc(O)ccc32)c1 (centres undefined)	1747	1853
Cc1cc2cc(CNC(=S)Nc3ccc(OC(F)F)cc3)ccc2n1C	2435*	2282
O=S1(=O)NC(=NCCc2ccccn2)c2ccccc21	1633	2028
CCC(=O)Nc1cc(C(=O)O)ccc1Sc1ccc(C)cc1	1320	1484
CC(C)(C)C1CCc2onc(C(=O)N3CCOCC3)c2C1 (centres undefined)	1510	1863
COC(=O)c1ccc(CSc2nnc(C)n2N)o1	1542	1853

Of the compounds above, 16 have an aryl thioether with sulfur outside any ring:
SMILES	SRC3 TRFRET art	SRC1 TRFRET art
Cc1ccc(C(=O)CSc2nc3cc(S(=O)(=O)N4CCOCC4)ccc3o2)cc1	1493	1745
Cc1ccccc1CSc1nn2c(=O)c(C)nnc2s1	1600	1924
CCCCC(=O)Nc1nnc(SCC(=O)N2CCN(c3ccccc3OC)CC2)s1	1611	1818
NC(=O)CCCSc1nc2ccccc2[nH]1	1576	1883
CC(=O)c1cc(C#N)c(SCC(=O)Nc2nccs2)nc1C	1683	1943
Cc1cccc(CSc2nn3c(=O)c(C)nnc3s2)c1	1549	1916
COc1ccccc1-c1nnc(SCC(=O)O)n1-c1ccc(C)cc1	1650	1835
COCCNC(=O)CSc1nc2ccccc2c(=O)n1CCC(=O)NCCc1ccc(OC)c(OC)c1	1684	1776
Cc1ccc(-n2c(SCC(=O)Nc3ccc(N4CCOCC4)cc3)nc3ccccc3c2=O)cc1	1677	1908
O=C(COC(=O)CCSc1ccc(Cl)cc1)NCc1ccco1	1439	1757
COc1cccc(NC(=O)CSc2nc3ccsc3c(=O)n2-c2ccc(C(=O)O)cc2)c1	1757	2045
COc1ccc(Cl)cc1C(=O)NNC(=O)CSc1nnc2ccccn12	1678	1780
Cc1c(Cl)cnc(NC(=O)CSc2nncs2)c1Cl	1537	1870
O=C(CSc1ccc(Br)c2cccc(Cl)c12)Nc1ccc(S(=O)(=O)Nc2nccs2)cc1	2321*	2830*
CCC(=O)Nc1cc(C(=O)O)ccc1Sc1ccc(C)cc1	1320	1484
COC(=O)c1ccc(CSc2nnc(C)n2N)o1	1542	1853

Screens: PubChem BioAssay, The Scripps Research Institute Molecular Screening Center
